MrgX1 antagonist = blocks BAM8-22 activation of human MrgX1 receptor; Q96LB2; MRGX1-HEK293 calcium flux, Fluo-4, BAM8-22 antagonism; active compounds read low; 310,000 tested, 1.3% active; B-score at 10 µM;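 active means calcium-response B-score plate-corrected more than 3 library SD below zero, starting fluorescence within 5 deviations, no agonist response on first addition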;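 further: peak minus trough fluorescence over baseline after final BAM8-22 challenge near maximal dose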
TRPC4 act = opens the mouse TRPC4 cation channel; B-score at 10 µM; HEK293 TRPC4beta/mu-opioid, Fluo4 calcium fluorescence; active compounds read high; Q9QUQ5; 310,000 tested, 0.49% active;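 active means B-score above 5 SD of library B-scores, and initial fluorescence ratio not above library mean plus 5 SD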;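 further: positive B-score marks a calcium rise read as TRPC4 activation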
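Material: HEK293 stable line with TRPC4beta plus mu-opioid receptor; technique: Fluo4 calcium-sensitive dye fluorescence, kinetic, 1 Hz baseline; timing: Fluo4 dye loading 45 min at room temperature, 110 s recording; controls: assay buffer as low control, maximal DAMGO as high control; read-out: integrated baseline-normalised fluorescence ratio, converted to per-well B score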
TRPC6 inhibitor = inhibitors of mouse TRPC6 channel; Q61143; AID 2553; B-score at 10 µM; HEK293-TRPC6, membrane potential dye, ACh-evoked depolarization; active compounds read low; 310,000 tested, 1.1% active;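 active means B-score under library mean minus 3 SD, initial fluorescence not abnormally high, positive integrated signal ratio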;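 further: B-score derived from integrated fluorescence ratio over the kinetic read; more negative B-score means stronger inhibition of depolarization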
TRPC4 PAM = TRPC4 (mouse) allosteric potentiation | Q9QUQ5 | HEK293 TRPC4beta/mu-opioid, DAMGO EC20, Fluo-4 Ca2+ flux; active compounds read high | B-score at 10 µM | 310,000 tested, 0.42% active | AID 2227;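 active means B-score of calcium response area above 5 SD of library B-scores, with initial fluorescence ratio within 5 SD of library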;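 further: B-score of integrated fluorescence ratio over time as area under calcium response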
MrgX1 ag = activates human MrgX1 receptor signaling | 310,000 tested, 0.44% active | MrgX1-HEK293 cells, Fluo-4 calcium fluorescence, agonist mode; active compounds read high | AID 588627 | Q96LB2 | B-score at 10 µM;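 active means calcium response B-score plate-corrected fluorescence ratio at least 3 library SD, with starting fluorescence B-score inside 5 SD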
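Test system: HEK293 cells stably expressing human MrgX1 receptor; amount: 15,000 cells per well; doses: compound delivered in addition one of three; times: overnight plating before 1 h dye loading; detection: Fluo-4 NW calcium-flux fluorescence, kinetic read; read-out basis: B-scored fluorescence response ratio; controls: positive and negative controls per plate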
TRPC6 activator = mouse TRPC6 channel activation | Q61143 | HEK293-TRPC6 membrane potential dye fluorescence; active compounds read high | B-score at 10 µM | 310,000 tested, 0.13% active | AID 2550;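 active means B-score of the integrated fluorescence ratio above library mean plus 3 SD, and starting fluorescence ratio within library mean plus 5 SD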;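 further: higher score means more depolarization so channel activation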
ANO1 activ = activates or potentiates the mouse TMEM16A chloride channel; Q8BHY3; 340,000 tested, 0.3% active; B-score at 10 µM; HEK293 TMEM16A/YFP-H148Q/I152L, iodide quench fluorescence; active compounds read low; AID 623877;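 active means fluorescence-ratio B-score plate-corrected deviation score at least 3 library SD below zero, with starting fluorescence score within 5 deviations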;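 further: channel opened by trigger with iodide after compound preincubation; score built on the fluorescence ratio of max minus min over baseline; more negative score means more quench and so TMEM16A activation or potentiation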
Target sequence (Q8BHY3 whole entry, looked up): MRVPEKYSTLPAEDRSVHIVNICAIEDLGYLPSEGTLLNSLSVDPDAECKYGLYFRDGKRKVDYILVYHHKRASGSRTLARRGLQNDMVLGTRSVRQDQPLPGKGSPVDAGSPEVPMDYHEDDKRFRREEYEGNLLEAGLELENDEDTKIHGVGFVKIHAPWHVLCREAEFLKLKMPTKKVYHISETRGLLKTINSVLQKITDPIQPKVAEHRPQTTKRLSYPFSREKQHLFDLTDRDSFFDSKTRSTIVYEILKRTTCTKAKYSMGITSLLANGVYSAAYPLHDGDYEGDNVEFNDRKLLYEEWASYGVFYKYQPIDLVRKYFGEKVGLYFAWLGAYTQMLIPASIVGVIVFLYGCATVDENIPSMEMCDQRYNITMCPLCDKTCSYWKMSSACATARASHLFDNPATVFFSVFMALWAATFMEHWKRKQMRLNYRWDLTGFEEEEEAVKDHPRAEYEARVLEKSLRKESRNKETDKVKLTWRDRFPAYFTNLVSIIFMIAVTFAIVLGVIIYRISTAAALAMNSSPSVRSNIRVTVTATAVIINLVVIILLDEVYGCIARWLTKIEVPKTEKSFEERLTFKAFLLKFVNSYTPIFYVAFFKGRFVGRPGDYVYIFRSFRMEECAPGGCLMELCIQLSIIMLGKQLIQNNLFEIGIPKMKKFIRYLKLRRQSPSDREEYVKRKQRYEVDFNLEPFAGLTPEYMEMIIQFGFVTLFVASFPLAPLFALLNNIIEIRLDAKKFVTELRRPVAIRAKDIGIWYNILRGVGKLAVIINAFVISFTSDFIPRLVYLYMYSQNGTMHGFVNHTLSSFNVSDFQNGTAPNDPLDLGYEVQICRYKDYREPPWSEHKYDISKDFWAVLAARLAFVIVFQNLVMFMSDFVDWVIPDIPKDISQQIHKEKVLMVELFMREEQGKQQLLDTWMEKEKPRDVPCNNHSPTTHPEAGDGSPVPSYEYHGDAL
RGS4 block = inhibitors of human RGS4; P49798; HEK293 M3R/RGS4 inducible, Fluo-4 calcium flux; active compounds read high; triggered by carbachol at its EC20; B-score at 10 µM; 310,000 tested, 0.45% active; AID 463165;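 active means B-score, a plate-corrected calcium signal, over three deviations above library mean, with baseline fluorescence within five deviations of library mean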;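 further: RGS4 expression induced by doxycycline in cells with stable M3 receptor; B-score is computed from the integrated fluorescence ratio over baseline after carbachol; higher B-score means a larger calcium signal and so more RGS4 inhibition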
MrgX1 PAM = allosterically activates human MrgX1 receptor signaling | Q96LB2 | MrgX1-HEK293, Fluo-4 calcium flux, FDSS; active compounds read high | B-score at 10 µM | 310,000 tested, 0.63% active;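 active means plate-corrected calcium response at least 3 library SD above typical, normal starting fluorescence, not activating the receptor alone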;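 further: compound read alongside a low EC10 to EC30 dose of BAM8-22 agonist; peak minus trough fluorescence over baseline measured at the second addition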
TRPC4 block = TRPC4 (mouse) channel inhibition. Q9QUQ5. HEK293 TRPC4beta/mu-opioid, DAMGO-evoked Fluo4 calcium flux; active compounds read low. B-score at 10 µM. 300,000 tested, 0.39% active;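 active means B-score over 3 SD under the library average, no early fluorescence shift, positive overall ratio signal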
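Assay system: TRPC4beta/mu-opioid receptor HEK293 cell line; compound dosing: single concentration per test compound; detection: Fluo4 Ca2+ flux fluorescence; evaluation: per-well B score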
TMEM16A inh = blocks the mouse calcium-activated chloride channel TMEM16A. 310,000 tested, 1.2% active. AID 588511. HEK293 TMEM16A/YFP iodide influx fluorescence, ionomycin. normalized B-score (activity score, 25-100; higher = stronger inhibition) at 10 µM. Q8BHY3;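 active means ratio plate-corrected score three or more library SD toward inhibition, starting fluorescence score within five deviations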;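 further: score derived from kinetic fluorescence span divided by baseline fluorescence per well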
Active calls of the source: *; i = inactive; . = no result given.

SMILES	MrgX1 antagonist	TRPC4 act	TRPC6 inhibitor	TRPC4 PAM	MrgX1 ag	TRPC6 activator	ANO1 activ	RGS4 block	MrgX1 PAM	TRPC4 block	TMEM16A inh
CCc1ccc(NS(=O)(=O)c2cccs2)cc1	i	i	i	i	i	i	i	i	i	i	i
Cc1cc(C(=O)Nc2ccccc2Cl)n(-c2ccccc2)n1	i	i	i	i	i	i	i	i	i	i	i
Cc1cc(C)c(S(=O)(=O)NCc2cn3c(C)csc3n2)cc1C	i	i	i	i	i	i	i	i	i	i	i
O=C(CSc1cnc2ccccc2n1)NC1CCCC1	i	i	i	i	i	i	i	i	i	i	i
CCOCCCN(C(=O)c1snc(C(N)=O)c1N)C(C(=O)NC1CCCC1)c1ccc(O)c(OC)c1 (stereo not given)	i	i	i	i	i	i	i	i	i	i	i
O=C(c1cnn2ccccc12)N(Cc1ccco1)C1CCCC1	i	i	i	i	i	i	i	i	i	i	i
COc1cccc(C(=O)Nc2ccc(NC(=O)C3CCCCC3C(=O)O)cc2)c1 (stereo not given)	i	i	i	i	i	i	i	i	i	i	i
N#Cc1cccc(-c2cn(S(=O)(=O)c3ccc(Cl)cc3)nc2N)c1	i	i	i	i	i	i	i	i	i	i	i
O=S(=O)(c1ccc(Br)c2ccccc12)N1CCCC1	i	i	i	i	i	i	i	i	i	i	i
Cc1ccc(-n2ncc3c(=O)n(CC#N)cnc32)cc1	i	i	i	i	i	i	i	i	i	i	i
COc1ccc(C(O)Cc2nccn2C)cc1 (stereo not given)	i	i	i	i	i	i	i	i	i	i	i
COc1cccc(CNC(=O)C(NS(=O)(=O)c2ccc3c(c2)CCN3C(C)=O)C(C)C)c1 (stereo not given)	i	i	i	i	i	i	i	i	i	i	i
Cc1ccc(-c2nnc(CSc3nc(C(C)C)nc4sc(C)c(C)c34)o2)cc1	i	i	-5.55*	i	i	i	i	i	i	i	i
COc1ccc(S(=O)(=O)N(C)C)cc1NC(=O)CCNC(=O)c1ccco1	i	i	i	i	i	i	i	i	i	i	i
O=C(COc1coc(CN2CCN(c3ccccc3)CC2)cc1=O)Nc1ccc(F)cc1	i	i	i	i	i	i	i	i	i	i	i
COC(=O)Nc1ccc(S(=O)(=O)N2CCCC(C(=O)Nc3cccnc3)C2)cc1 (stereo not given)	i	i	i	i	i	i	i	i	i	i	i
Cc1ccc(/C=N\NC(=O)Cn2nnc3ccccc32)o1	i	i	i	i	i	i	i	i	i	i	i
CCOc1ccc(CCNC(=O)CCS(=O)(=O)c2ccc(Cl)cc2)cc1OCC	i	i	i	i	i	i	i	i	i	i	i
COc1ccc2c(c1)c(CCNNC(=O)C(C)(C)C)c(C)n2C(=O)c1ccc(Cl)cc1	i	i	i	i	i	i	i	i	i	i	i
O=C(O)c1ccc(/C=N\Nc2ccc(S(=O)(=O)N3CCOCC3)cc2[N+](=O)[O-])cc1	i	i	i	i	i	i	i	i	i	i	i
COc1cc(-c2cc(C(=O)NN3CCN(C)CC3)c3ccccc3n2)cc(OC)c1OC	i	i	i	i	i	i	.	i	i	i	i
COc1ccc(OCC(=O)Nc2nc3ccccc3[nH]2)cc1	i	i	i	i	i	i	i	i	i	i	i
O=C(Nc1ccc2c(c1)OCO2)C1CCCN1C(=O)NCc1ccccc1 (stereo not given)	i	i	i	i	i	i	i	i	i	i	i
O=C(CCC1CCCCC1)Nc1ccc(C(=O)c2ccncc2)cc1	i	i	i	i	i	i	i	i	i	i	i
CCOC(NC(=O)c1ccccc1)C(NC(=O)c1ccccc1)OCC (stereo not given)	i	i	i	i	i	i	i	i	i	i	i
O=C(Cc1ccc([N+](=O)[O-])cc1)N/N=C/c1ccco1	i	i	i	i	i	i	i	i	i	i	i
N#CC(C(=O)Nc1ccccc1)=C1Nc2ccccc2N1	i	i	i	i	i	i	i	i	i	i	i
Cc1ccc(-n2ncc3c(=O)n(CC(=O)NCc4ccco4)cnc32)cc1	i	i	i	i	i	i	i	i	i	i	i
O=C(CSc1cccs1)NCCc1ccccc1	i	i	i	i	i	i	i	i	i	i	i
CC1CCN(CCCNC(=O)CCNC(=O)Cn2cnc3ccccc3c2=O)CC1	i	i	i	i	i	i	i	i	i	i	i
O=C(Cn1cnc2ccccc2c1=O)OCCCCN1C(=O)c2ccccc2C1=O	i	i	i	i	i	i	i	i	i	i	i
Cc1ccc(O)c(CO)n1	i	i	i	i	i	i	i	i	i	i	i
Cc1ccc(C)n1NC(=O)c1ccccc1	i	i	i	i	i	i	i	i	i	i	i
O=C(/C=N/O)NCCCn1ccnc1	i	i	i	i	i	i	i	i	i	i	i
Cc1nc2ccc(S(=O)(=O)NCC(=O)N(C)Cc3ccco3)cc2s1	i	i	i	i	i	i	i	i	i	i	i
O=C(c1ccccc1)c1cc(-c2ccccn2)c(N2CCOCC2)s1	i	i	i	i	i	i	i	i	i	i	i
Cc1onc(-c2ccccc2)c1C(=O)Nc1ccc(OC(C)C)cc1	i	i	i	i	i	i	i	i	i	i	i
Cc1ccccc1C(=O)Oc1ccc2ccc(O)cc2c1	i	i	i	i	i	i	i	i	i	i	i
Cc1ccc(-c2ccc(/C=N/N3C(=O)C4C5C=CC(C6CC56)C4C3=O)o2)c([N+](=O)[O-])c1 (stereo not given)	i	i	i	i	i	i	i	i	i	i	i
Cc1occc1C(=O)OCC(=O)Nc1ccc(F)cc1	i	i	i	i	i	i	i	i	i	i	i
CC(C)(C)N1[C@@H](CC(=O)O)c2cc(C(F)(F)F)ccc2S1(=O)=O	i	i	i	i	i	i	i	i	i	i	i
Cc1ccc(NC(=O)c2ccc(NC3=NC4CS(=O)(=O)CC4S3)cc2)cc1 (stereo not given)	i	i	i	i	i	i	i	i	i	i	i
CN1C(C(=O)Nc2ccccn2)=C(O)c2sccc2S1(=O)=O	i	i	i	i	i	i	i	i	i	i	i
COc1cc(/C=C/C(=O)O)ccc1OS(=O)(=O)c1ccc(C)cc1	i	i	i	i	i	i	i	i	i	i	i
CCN(C(=O)CSc1nnc(Nc2ccccc2C)s1)C1CCS(=O)(=O)C1 (stereo not given)	i	i	i	i	i	i	i	i	i	i	i
CCCNC(C)C(=O)Nc1ccccc1C (stereo not given)	i	i	i	i	i	i	i	4.77*	i	i	i
O=C(NC1CCCCC1)C(c1ccco1)N(CCc1ccccc1)C(=O)C(F)(F)F (stereo not given)	i	i	i	i	i	i	i	i	i	i	i
CCN1CCN(Cc2ccc(NC(=O)c3cc(NC(=O)N4CCNC4=O)cc(OC)c3)cc2C(F)(F)F)CC1	i	i	i	i	i	i	i	i	i	i	i
Cc1ccc(Cl)cc1NC(=O)CC1NCCNC1=O (stereo not given)	i	i	i	i	i	i	i	i	i	i	i
CCCc1nn(C)c(C(=O)Nc2ccccc2)c1Cl	i	i	i	i	i	i	i	i	i	i	i
CC1=CCC(C(=O)O)C(C(=O)Nc2ccc(-c3nc4ccc(C)cc4s3)cc2)C1 (stereo not given)	i	i	i	i	i	i	i	i	i	i	i
O=C(N/N=C/c1cn(-c2ccccc2)nc1-c1cc2ccccc2o1)c1c[nH]c2ccccc12	i	i	i	i	i	i	i	i	i	i	i
Cc1nn(-c2ccccc2)c(C)c1/C=N/n1c(-c2ccccc2Br)n[nH]c1=S	i	i	i	i	i	i	i	i	i	i	i
O=C(NCC1CCCO1)c1ccc(S(=O)(=O)N2CCC(c3nc4ccc(Cl)cc4[nH]3)CC2)cc1 (stereo not given)	i	i	i	i	i	i	i	i	i	i	i
Cc1nnc(NC(=O)CSc2nnc(Cc3cccn3C)n2-c2ccccc2)s1	i	i	i	i	i	i	i	i	i	i	i
CCOc1ccc(CCNC(=O)c2nn(C)c3c2CS(=O)(=O)c2ccccc2-3)cc1OCC	i	i	i	i	i	i	i	i	i	i	i
CC1CCc2c(sc3ncn(CCO)c(=O)c23)C1 (stereo not given)	i	i	i	i	i	i	i	i	i	i	i
CC(CCc1ccccc1)NC(=O)COC(=O)c1cccc2ccccc12 (stereo not given)	i	i	i	i	i	i	i	i	i	i	i
Cn1cnc2cc(NC(=O)COc3ccccc3)ccc21	i	i	i	i	i	i	i	i	i	i	i
CCC1(C)CC(C(N)=S)CCO1 (stereo not given)	i	i	i	i	i	i	i	i	i	i	i

Next results follow.
SMILES	MrgX1 antagonist	TRPC4 act	TRPC6 inhibitor	TRPC4 PAM	MrgX1 ag	TRPC6 activator	ANO1 activ	RGS4 block	MrgX1 PAM	TRPC4 block	TMEM16A inh
Cc1c2c(nc3nnnn13)CCCC2	i	i	i	i	i	i	i	i	i	i	i
CCSCCC(NC1=CC(=O)CC(C)(C)C1)C(=O)O (stereo not given)	i	i	i	i	i	i	i	i	i	i	i
CCc1cc(=S)n2c([nH]c3ccccc32)c1C#N	i	i	i	i	42.5*	i	i	i	i	i	100*
Cc1c(C2(c3c(C)n(C)n(-c4ccccc4)c3=O)C(=O)Nc3ccc(F)cc32)c(=O)n(-c2ccccc2)n1C	i	i	i	i	i	i	i	i	i	i	i
O=C(NCCc1ccccc1)C1CCN(C2CCN(C(=O)CC3=CCCCC3)CC2)CC1	i	i	i	i	i	i	i	i	i	i	i
CCOc1cc(C2C3=C(CCCC3=O)N(CCC(=O)O)C3=C2C(=O)CCC3)ccc1OS(=O)(=O)c1ccc(C)cc1	i	i	i	i	i	i	i	i	i	i	i
CN(CC(=O)Nc1cccc(F)c1)C(=O)c1ccc(N2CCCC2)c([N+](=O)[O-])c1	i	i	i	i	i	i	i	i	i	i	i
Cc1cccc(N2C(=O)CC(N3CCN(C(=O)c4ccccc4)CC3)C2=O)c1 (stereo not given)	i	i	i	i	i	i	i	i	i	i	i
